PKM2 act: increases activity of human pyruvate kinase M2; 260,000 compounds, 0.34% hits; Potency, µM (series often up to 57.5 µM), for the others: at the highest dose activation, hits mostly activators; P14618; purified PKM2, Kinase-Glo ATP luminescence, activation; response scale: 0% is enzyme alone, no compound; AID 1631; note: potency is the fitted concentration of half-maximal effect; % is set by controls: 0 for no effect and ±100 for the full control effect; nearly all actives have a fitted effect of over 55% in size
Target sequence (P14618 whole entry, looked up): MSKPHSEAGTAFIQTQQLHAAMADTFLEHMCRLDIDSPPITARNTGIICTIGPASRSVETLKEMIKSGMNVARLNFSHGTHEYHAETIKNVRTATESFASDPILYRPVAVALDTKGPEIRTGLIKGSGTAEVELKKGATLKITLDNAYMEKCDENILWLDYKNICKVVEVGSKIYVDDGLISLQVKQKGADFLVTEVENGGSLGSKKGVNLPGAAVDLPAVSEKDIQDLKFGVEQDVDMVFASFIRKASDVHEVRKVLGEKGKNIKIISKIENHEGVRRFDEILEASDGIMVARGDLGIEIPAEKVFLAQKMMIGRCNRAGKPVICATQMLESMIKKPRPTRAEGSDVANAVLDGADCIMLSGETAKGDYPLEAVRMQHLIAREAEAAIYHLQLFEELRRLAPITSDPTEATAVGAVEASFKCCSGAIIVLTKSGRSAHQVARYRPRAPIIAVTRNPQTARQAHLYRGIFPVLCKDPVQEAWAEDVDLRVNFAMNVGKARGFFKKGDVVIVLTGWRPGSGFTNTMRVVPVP
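Purified hPK-M2 (>95% pure) converted ADP (0.1 mM final) to ATP with 0.5 mM PEP in 50 mM imidazole pH7.2, KCl, MgCl2, Tween 20, BSA; 1 h at room temperature. ATP detected by Kinase-Glo luminescence.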
Menin-MLL TR inh: inhibitors of human menin-MLL interaction, mutant MLL peptide | O00255 | Menin + Texas Red MLL mutant peptide, fluorescence polarization | Potency, µM (doses to about 61.6 µM), for the others: at the highest dose FP activity change, negative = inhibition, usual class: inhibitors | 270,000 compounds, 0.23% hits | AID 1768; active = well fitted inhibition curve with a large enough effect in the polarisation, with a control signal flat, not every such curve was filed as active; inconclusive = small, poorly fitted or top-dose-only effect, or effect the other way, or a change in a side signal; inactive = no such curve, though single readings can be large or run the other way; the % refers to the polarisation; note: potency is the fitted concentration of half-maximal effect; % of control where 0% means no effect; many of its hits are not listed in these tables
BRCA1 expr act: increases BRCA1 expression; Potency, µM (top dose mostly 46.1 µM), inactives show at the top dose activation, actives largely listed as activators; AID 624202; 380,000 compounds, 1.1% hits; MCF7-BRCA1-FFLuc reporter, luminescence, 48 h; response scale: scaled: vehicle 0%, 10 µM genistein 100%; note: potency is the fitted concentration of half-maximal effect; nearly all actives have a fitted effect of over 80% in size; some results filed as inactive show a strong effect at the top dose
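MCF7 cells carrying a BRCA1-firefly luciferase reporter (2000 cells/well, phenol-red free MEM) were attached for 2 h at 37 °C, then given compounds for 48 h. Luminescence was read 15 min after luciferase reagent; activity normalized to genistein (10 microM) and DMSO.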
ELG1 genotox: genotoxicity induction in ELG1-luciferase HEK293T cells | HEK293T ELG1-luciferase reporter, luminescence, 16 h | Potency, µM (doses to about 46 µM), without a hit: at the highest dose activity change, positive = activation, most hits filed as activators | 330,000 compounds, 1.3% hits; note: potency is the fitted concentration of half-maximal effect; % of control where 0% means no effect; nearly all actives have a fitted effect of over 60% in size
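DMSO vehicle served as control against compound-treated ELG1-luciferase HEK293T cells; exposure lasted 16 hr at 37 °C and 5% CO2, followed by ONE-Glo luminescence detection after 30 min.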
NPC1 promoter act: activators of NPC1 promoter; Huh7 NPC1 promoter luciferase reporter, 24 h; Potency, µM (top dose mostly 9.22 µM), inactives show at the top dose activation, hits mostly activators; 320,000 compounds, 2.4% hits; AID 485313;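 note: potency is the fitted concentration of half-maximal effect; % of control where 0% means no effect; nearly all actives have a fitted effect of over 60% in size; reporter is driven by a mutant NPC1 promoter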
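Quantitative HTS used a cell-based reporter: Huh7 cells stably bearing the NPC1 promoter upstream of luciferase were treated with compounds for 24 h, and promoter activation was read as luminescence.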
Rab9 prom act: Rab9 promoter activation | Huh7 Rab9 promoter-luciferase reporter, luminescence, 24 h | Potency, µM (top dose mostly 9.22 µM), without a hit: top-dose activation, negative = inhibition, most hits filed as activators | 320,000 compounds, 2.8% hits | AID 485297; note: potency is the fitted concentration of half-maximal effect; % of control where 0% means no effect; nearly all actives have a fitted effect of over 60% in size
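Promoter activation is measured as luciferase luminescence in Huh7 cells stably transfected with a Rab9 promoter–luciferase construct, following 24 h compound exposure at 37 °C and 10 min reagent incubation at ambient temperature.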
FLuc modulator: inhibits or activates purified firefly luciferase, miR-21 counter-screen; purified FLuc, Km substrates, luminescence inhibition; Potency, µM (highest dose often 57.5 µM), for inactives: at the top dose activity change, negative = inhibition, actives largely listed as inhibitors; 360,000 compounds, 6.9% hits; AID 588342;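 note: potency is the fitted concentration of half-maximal effect; plate controls were vehicle for no effect and reference inhibitor for full effect; nearly all actives have a fitted effect of over 55% in size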
Target sequence (P08659 whole entry, looked up): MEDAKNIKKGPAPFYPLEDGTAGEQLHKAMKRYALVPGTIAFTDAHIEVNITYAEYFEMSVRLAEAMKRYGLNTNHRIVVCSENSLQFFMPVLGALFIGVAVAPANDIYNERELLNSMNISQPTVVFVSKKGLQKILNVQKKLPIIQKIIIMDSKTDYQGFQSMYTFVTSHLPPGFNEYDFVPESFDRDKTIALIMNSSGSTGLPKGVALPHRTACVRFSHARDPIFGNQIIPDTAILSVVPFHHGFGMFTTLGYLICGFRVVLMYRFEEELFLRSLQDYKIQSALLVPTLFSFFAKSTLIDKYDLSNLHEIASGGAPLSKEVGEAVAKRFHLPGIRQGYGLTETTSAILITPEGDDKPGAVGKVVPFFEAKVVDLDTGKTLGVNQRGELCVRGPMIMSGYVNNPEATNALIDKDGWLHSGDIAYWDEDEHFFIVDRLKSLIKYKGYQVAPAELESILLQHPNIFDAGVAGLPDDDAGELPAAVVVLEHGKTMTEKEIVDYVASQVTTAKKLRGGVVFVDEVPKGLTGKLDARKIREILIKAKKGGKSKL
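Purified P. pyralis luciferase (10nM final) with 10uM D-luciferin and 10uM ATP (Km levels) in 50mM Tris acetate pH 7.5, 10mM Mg acetate, 0.01% Tween-20, 0.05% BSA; qHTS 6-point titration, ~60 µM downward; luminescence read.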
VP16 counter: inhibits Gal4-VP16 luciferase reporter, ROR gamma counter-screen; Drosophila S2 Gal4-VP16 UAS-luciferase, luminescence, 20 h; Potency, µM (titrated, usually from 53.6 µM), without a hit: at the highest dose activity, negative = inhibition, usual class: inhibitors; 310,000 compounds, 3.5% hits; AID 2546;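 note: Gal4-VP16 expression switched on by copper sulfate through the metallothionein promoter; potency is the fitted concentration of half-maximal effect; % is set by controls: 0 for no effect and ±100 for the full control effect; nearly all actives have a fitted effect of over 50% in size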
p53 reactivator: restores transcriptional activity of mutant p53; H1299 p53-A138V BP100-luciferase reporter, luminescence, 24 h; Potency, µM (highest dose often 92.2 µM), for the others: at the highest dose activity change, positive = activation, actives largely listed as activators; 320,000 compounds, 0.063% hits; AID 504706; note: potency is the fitted concentration of half-maximal effect; % of control where 0% means no effect; nearly all actives have a fitted effect of over 45% in size
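p53-null H1299 cells stably carrying temperature-sensitive p53-A138V and a BP100-luciferase reporter were pinned with compounds (4-point, 1:5 series) and held 24 hrs at 37 deg C. Luminescence was read 10 min after detection reagent.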
Giardia killer: kills Giardia lamblia; Giardia lamblia trophozoite viability; activity change, % at 7.66 µM, hits read low; 340,000 compounds, 0.15% hits; AID 540267; in the data active = activity change below about -80%; inconclusive = between about -30% and that limit;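 note: parasites exposed to compound for two days anaerobically before the ATP read; % is set by controls: 0 for no effect and ±100 for the full control effect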
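Giardia trophozoites, 100 cells per well, were exposed to compounds for 48 hrs at 37 deg C under anaerobic conditions; viability was then read as ATP content by bioluminescence after 15-30 min at room temperature.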
RORg inh: inhibitors of mouse ROR gamma transcriptional activity; P51450; Drosophila S2 Gal4-RORgamma UAS-luciferase reporter, 20 h; Potency, µM (series often up to 53.6 µM), for the others: top-dose activity change, negative = inhibition, most hits filed as inhibitors; 310,000 compounds, 5.4% hits; AID 2551; note: potency is the fitted concentration of half-maximal effect; % is set by controls: 0 for no effect and ±100 for the full control effect; nearly all actives have a fitted effect of over 60% in size
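A Gal4/UAS one-hybrid system in insect cells: metallothionein-promoter Gal4–ROR gamma fusion plus Photinus luciferase reporter. Copper sulfate 700 uM final, 20 hr ambient incubation, luminescent detection after 10 min with reagent.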
An asterisk follows results filed as active; ? = inconclusive; / = not tested or not shown; & = joins results of further samples; [ ] = another dose, or the depositor's remark. Unless noted, calls come from the whole dose curve; as a rule, active = well fitted curve in the direction sought with a large enough effect; inconclusive = small, poorly fitted or top-dose-only effect, or another doubt; inactive = no such curve, though single readings can be large; an effect the other way counts as inactive or inconclusive. This is a subset; the hit share may differ from the screen's.

SMILES	PKM2 act	Menin-MLL TR inh	BRCA1 expr act	ELG1 genotox	NPC1 promoter act	Rab9 prom act	FLuc modulator	VP16 counter	p53 reactivator	Giardia killer	RORg inh
O=C(Cc1ccc(F)cc1)NC(Cc1c[nH]c2ccccc12)C(=O)O (configuration not stated)	/	?	4%	-9%	0%	0%	4%	11%	-10%	4	-27%
O=C(NC(=S)Nc1ncccn1)c1ccc(F)cc1	/	-30%	?	25%	27%	?	?	-30%	?	2	?
O=C(/C(=C/O)N=Nc1ccccc1)c1ccco1	-3%	0%	-45%	6%	-2%	-7%	?	-19%	23%	6	17%
CCOc1ccccc1NC(=O)CSc1ccccc1	-6%	6%	12%	1%	-3%	-7%	-2%	3%	20%	16	-12%
COC(=O)c1ccccc1S(=O)(=O)N1CCC(C(=O)NCc2ccco2)CC1	/	/	0%	1%	-2%	-3%	0%	/	5%	?	/
Cc1ccc2nc(NC(=O)CSc3nc(=O)n(CCCN(C)C)c4c3CCC4)sc2c1	/	/	4%	1%	1%	-2%	?	/	17%	-1	/
O=C(O)c1cccnc1SCc1cccc(Br)c1	/	31%[activator]	55%	2%	-6%	1%	?	-7%	13%	-2	28%
O=C(Nc1ccc(CSc2ccccc2)cc1)c1ccco1	-4%	/	?	7.3µM*	2.8µM*	4µM*	2.7µM*	?	7%	4	-14%
Cc1cc2c(cc1S(=O)(=O)CCC(=O)N(C)C1CCCCC1)OCC(=O)N2	?	?	-1%&4%	2%	1%	0%	-3%&-12%	4%	5%	16	-8%
CN1CCN(CC(=O)Nc2cc(N(C)C)nc3ccccc23)CC1	-1%	-1%	0%	9%	-2%	1%	5%	-15%	-5%	1	-34%
CNc1ccc(Cl)nn1	1%	-11%	0%	2%	-2%	-9%	0%	1%	-5%	7	3%
Cc1nn(CC(=O)NCc2ccc(OC(C)C)cc2)c(=O)c2cc(-c3ccccc3)nn12	/	20%	-18%	-1%[9.26 µM]	-11%	-5%	0%	-8%	16%	24	-8%
C/C(=N\NC(=O)CNC(=O)c1cccs1)c1ccc(Cl)c(Cl)c1	13%[0.46 µM]	21%	-7%	0%	-1%	-1%	-1%	0%	-10%	-10	9%
Cc1cnc(C(=O)NC2CC(C)(C)Cc3c2cnn3-c2cccc(F)c2)cn1 (configuration not stated)	/	/	0%	1%	0%	-3%	-1%	-4%	1%	3	38%
Cc1ccccc1N1CC2=C(C1=O)C(c1ccccc1)NC(=O)N2C (configuration not stated)	-4%	/	-13%	1%	-1%	1%	-1%	-2%	-7%	-3	2%
COC(=O)c1c(N2C(=O)Nc3ccccc3N2O)sc2c1CCCC2	-1%	-1%	-6%	1%	-2%	-1%	?	?	3%	4	25%
COc1ccc(-n2c(C)csc2=S)cc1	1%	-2%	5%	4%	1%	1%	-1%	3%	-2%	-4	13%
CS(=O)(=O)c1ccc2nc(NC(=O)c3ccc(=O)[nH]c3)sc2c1	-2%	/	-2%	6%	-7%	7%	6.7µM*	-26%	-2%	-11	-20%
CSc1nc(Oc2ccc(C)cc2)cc(C(F)(F)F)n1	-3%	-19%	-29%	0%	10%	4%	1%	-6%	7%	7	-3%
CCOc1ccc2oc(-c3ccccc3)c(C(=O)N(C)C)c2c1	1%	-5%	-7%	-2%	-1%	-6%	-4%	15%	-6%	?	1%
COc1ccccc1Cn1c(C)nc2ccccc21	-2%	/	5%	-4%	-5%	-9%	4%	?	-5%	12	14µM*
Cc1ccsc1/C=N/NC(=O)CNC(=O)c1ccco1	-2%	7%	21%	7%	4%	2%	-12%	5%	-2%	-1	30%
Nc1ccc2oc(-c3cccc(Br)c3)nc2c1	-7%	34%[activator]	?	2µM*	1.1µM*	1.1µM*	2.7µM*	-4%	23%	0	14%
CCc1cc2cc(C(=O)Nc3ccc(C)cc3)sc2s1	1%	16%	28%	11%	17%	14%	?	0%	?	-10	-14%
O=C(Cc1ccc(-n2c(=S)[nH]c3ccccc3c2=O)cc1)N1CCN(c2ccccc2)CC1	-1%	1%	-33%	-4%	-4%	3%	4%	?	1%	3	?
CCOc1ccc(-n2c(SCC(=O)Nc3cc(C(=O)O)ccc3Cl)nc3ccccc3c2=O)cc1	0%	?	-34%	-8%	1%	3%	-3%	7%	1%	-3	-5%
Cc1ccc(CCN2C(=O)c3ccccc3C2C(=O)NCc2cccnc2)cc1 (configuration not stated)	-1%	-6%	-16%	-2%	-1%	-6%	-6%	-6%	-3%	-7	9%
COc1ccccc1NC(=O)N1CCCC1C(=O)NCc1ccccc1F (configuration not stated)	6%	-1%	7%	13%	1%	-8%	-2%	6%	-1%	-1	-6%
Cc1nn(C)cc1CN(C)C(=O)c1nn2c(c1Cl)NC(c1cccs1)CC2C(F)(F)F (configuration not stated)	?	2%	-43%	-15%	-1%	-6%	2%[2.3 µM]	-5%	-3%	4	20%
CCOc1ccc(C(=O)N2CCN(S(=O)(=O)c3cccs3)CC2)c(OCC)c1	10%	/	-20%	-9%	-3%	1%	-2%	4%	-55%[inhibitor]	26	38%
CCN(CC)C(=O)CSCC(=O)Nc1ccccc1	-2%	3%	2%	-4%	-3%	-5%	8%	-4%	1%	11	0%
COc1ccc(NC(=O)CSc2nnc(C)n2C2CC2)cc1S(=O)(=O)N1CCOCC1	/	/	7%	-1%	-3%	2%	-1%	/	?	-2	/
C(=N\Nc1ccccc1)/c1nc2ccccc2s1	-15%	/	?	?	3.5µM*	0.79µM*	1.5µM*	4%	29%	-2	1%
CCc1cc(-c2[nH]ncc2-c2ccc(OC)cc2)c(O)cc1O	/	?	-51%	-15%	0%	-2%[1.84 µM]	-1%	2%	-6%	0	-13%
O=C(CNC(=O)c1ccncc1)N/N=C/c1ccc(Br)cc1	-1%	/	-28%	-2%	1%	1%	0%	-7%	-5%	-16	20%
COc1ccc([C@H]2CC(=O)C=C(c3cccc(OC)c3OC)C2)cc1OC	/	/	-60%	-7%	-4%	2%	-10%	/	-10%	-5	/

Single records (already shown). Order of values: PKM2 act, Menin-MLL TR inh, BRCA1 expr act, ELG1 genotox, NPC1 promoter act, Rab9 prom act, FLuc modulator, VP16 counter, p53 reactivator, Giardia killer, RORg inh
Profile of `Cc1ccccc1N1CC2=C(C1=O)C(c1ccccc1)NC(=O)N2C` (configuration not stated) → -4%, /, -13%, 1%, -1%, 1%, -1%, -2%, -7%, -3, 2%
Profile of `O=C(Cc1ccc(-n2c(=S)[nH]c3ccccc3c2=O)cc1)N1CCN(c2ccccc2)CC1` → -1%, 1%, -33%, -4%, -4%, 3%, 4%, ?, 1%, 3, ?
Profile of `Cc1cnc(C(=O)NC2CC(C)(C)Cc3c2cnn3-c2cccc(F)c2)cn1` (configuration not stated) → /, /, 0%, 1%, 0%, -3%, -1%, -4%, 1%, 3, 38%
Profile of `CSc1nc(Oc2ccc(C)cc2)cc(C(F)(F)F)n1` → -3%, -19%, -29%, 0%, 10%, 4%, 1%, -6%, 7%, 7, -3%
Profile of `COC(=O)c1ccccc1S(=O)(=O)N1CCC(C(=O)NCc2ccco2)CC1` → /, /, 0%, 1%, -2%, -3%, 0%, /, 5%, ?, /

Further structures.
SMILES	PKM2 act	Menin-MLL TR inh	BRCA1 expr act	ELG1 genotox	NPC1 promoter act	Rab9 prom act	FLuc modulator	VP16 counter	p53 reactivator	Giardia killer	RORg inh
CC(=O)NC(=S)Nc1cc(C(F)(F)F)ccc1N1CCOCC1	-3%	4%	-14%	-3%	0%	-6%	-1%	?	-10%	18	13µM*
COc1cccc(/C=C/C(=O)c2ccc(NS(=O)(=O)c3ccc(C)cc3)cc2)c1	0%	-10%	-76%	0%	-5%	-13%	13µM*	?	-15%	0	-7%[10 µM]
COc1ccc(/C=N/NC(=O)c2nnn(-c3nonc3N)c2CN(C)c2ccccc2)cc1	-1%	53%[activator]	1%	-3%	-2%	-2%	-9%	1%	-6%	29	?
CC(C)[C@H](NC(=O)N1CCn2c1nc1ccccc12)C(=O)N[C@H](Cc1ccccc1)C(=O)O	1%	3%	-7%	2%	4%	-3%	0%	-8%	/	-24	3%

Assay outcomes (PubChem)
